H9c2 TAG inh: triacylglycerol accumulation inhibition. H9c2 cells, Nile Red lipid (TAG) fluorescence; cells loaded with 200 µM oleic acid. inhibition, % at 12.5 µM. 0.66% of 230,000 active. AID 651582;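 active means pattern-corrected inhibition of lipid staining of at least 50% with the nuclear-stain viability signal not falling by more than 50%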;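 further: 0% = DMSO wells and 100% = triacsin C control wells; some results filed as inactive read as strong as hits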
H9c2 TAG inh DAPI viability: recorded beside H9c2 TAG inh, whose call it bears; DAPI nuclei signal change (viability), lower = more cytotoxic, %;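 whole-well DAPI fluorescence read on a plate reader as a viability signal; minus 50 percent equals half of cells still viable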
* hit, by the source's call. Some of the compounds tested; count on the stated rates, not on these rows.

SMILES | H9c2 TAG inh | H9c2 TAG inh DAPI viability
O=Nc1c(O)n(Cc2ccc(Cl)c(Cl)c2)c2ccccc12 | -31 | 7
CCN(C(=O)Cc1c(C(=O)O)[nH]c2ccccc12)c1ccc(OC)cc1 | 3 | 11
CC(C)c1nc2sc3c(=S)nc[nH]c3c2c2c1CCC2 | 9 | 3
Cc1c(NC(=O)C(C)N2C(=O)C3CCCCC3C2=O)c(=O)n(-c2ccccc2)n1C (configuration not stated) | -1 | -8
O=C(CN1C(=O)/C(=C/c2ccccc2)SC1=S)Nc1ncc(Cc2ccccc2)s1 | -11 | 10
CCc1cccc(C)c1NC(=O)c1cc(-c2ccncc2)nc2ccccc12 | -18 | 6
CC[C@]12c3[nH]c4cc(CCC(=O)N(C)C)ccc4c3CCN1C(=O)[C@@H](CC(=O)NCc1ccco1)C[C@@H]2C(=O)N1CCN(C(=O)C2CC2)CC1 | 3 | 0
Cc1cccc(-c2nc(C#N)c(NCC3CCCO3)o2)c1 (configuration not stated) | 16 | -5
Cc1ccc(/C=C/S(=O)(=O)Nc2ccc(C)cc2)cc1 | 6 | -15
COC(=O)[C@]1(C)N[C@H](CN(C)C(=O)NC(C)C)[C@@H]2C(=O)N(C)C(=O)[C@@H]21 | -4 | -9
S=c1[nH]nc(-c2ccccn2)n1/N=C/c1ccc(-c2ccccc2Br)o1 | 6 | -13
CCNC(=O)COC(=O)/C=C/c1ccccc1[N+](=O)[O-] | -4 | 10
CCOC(=O)C1(C)CCN1C(=O)c1ccc(C(C)(C)C)cc1 (configuration not stated) | -7 | -2
N#Cc1ccccc1CSc1nc(N2CCCCC2)nc(N2CCCCC2)n1 | 32 | -9
CC(Cc1ccccc1)C(=O)N[C@@H](CO)Cc1ccccc1 (some centres not stated) | -24 | 1
CCN(CC)C(=O)CSc1nnc(CNc2ccc(F)cc2)n1Cc1ccco1 | -5 | 7
COc1ccc(C(=O)OCC(=O)c2c[nH]c3ccccc23)cc1OC | 6 | -11
Cc1nc2sccn2c(=O)c1S(=O)(=O)Nc1cccc(Cl)c1C | 17 | -1
CC1C(=O)C(C)(C)C(=O)OC1c1ccccc1 (configuration not stated) | 1 | -5
COc1ccc(OCc2cc(C(=O)N3C[C@@H](C)O[C@@H](C)C3)no2)c(Cl)c1 | 7 | 3
CCOc1ccc(CCNC(=O)COC(=O)/C=C/c2ccc(C)o2)cc1OCC | 43 | -4
COc1ccc(-c2cc(C(=O)OCC(=O)NC3CC3)c3ccccc3n2)cc1 | -18 | 14
CC1CCCN(CCS(=O)(=O)c2ccccc2)C1 (configuration not stated) | 7 | -4
Cc1nc(Cl)c(C(=O)NCc2ccccc2)c(C)c1Cl | -12 | 20
COc1ccc(OC)c2[nH]c(=O)c(CCNC(C)=O)cc12 | -21 | 2
The listing continues.
SMILES | H9c2 TAG inh | H9c2 TAG inh DAPI viability
O=C1OC[C@H]2CCCN2C(=O)[C@@H](CC(=O)N(CCO)Cc2ccccc2)C/C=C\CC[C@@H]1Cc1ccc(F)cc1 | 11 | -9
CCCC1C(C#N)=C(N)Oc2n[nH]c(C(C)(C)C)c21 (configuration not stated) | -12 | -4
O=c1nc(-c2ccccc2)c2cc(SC(F)F)ccc2[nH]1 | 0 | 2
CCOC(=O)C1(Cc2ccc(OC)cc2)CCN(C(=O)[C@@H]2CCCN2C(C)=O)CC1 | 1 | -1
CC(C)C(=O)Nc1ccc2c(c1)Cc1cc(NC(=O)C(C)C)ccc1-2 | -8 | 7
CC(=O)NCC(=O)N[C@@H](CC(=O)OCc1ccccc1)C(=O)OCc1ccccc1 | 4 | -3
NC(=O)C1CCCN(C(=O)c2cccc(NC(=O)c3cccs3)c2)C1 (configuration not stated) | 10 | 0
Cc1cc(=O)[nH]c(-n2nc(C)c(Oc3ccccc3O)c2C)n1 | 12 | -2
CC1CCN(CCCn2c(SCC(=O)Nc3ccccc3Cl)nc3ccccc3c2=O)CC1 | 24 | -9
C[C@@H]1CN([C@@H](C)CO)C(=O)c2cc(C#CCN(C)C)cnc2O[C@H]1CN(C)Cc1ccc2c(c1)OCO2 | 4 | 3
CC(C)CNC(=O)c1cccc2c(-c3ccc(F)c(F)c3)coc12 | -24 | -2
N#CCC(=O)Nc1ccc(C(=O)OCC(=O)NC(=O)Cc2ccccc2)cc1 | 13 | 3
Cc1ccc(-n2ncc3c(NCc4ccccn4)ncnc32)c(C)c1 | 4 | -10
COc1ccc(C(=O)COC(=O)c2sc(C)nc2C)cc1F | -14 | 8
O=C(NC(=S)Nc1cccc(NC(=S)NC(=O)c2ccco2)n1)c1ccco1 | 0 | 17
CC1=C(C(=O)N(C)C)CC(CC(=O)NC2CCCC2)C(=O)N1CCC1=CCCCC1 (configuration not stated) | -7 | -1
CCN(C(=O)COC(=O)/C=C/c1ccco1)c1c(N)n(Cc2ccccc2)c(=O)[nH]c1=O | 7 | -16
Cc1ccccc1NC(=S)Nc1cccc2cnccc12 | -10 | 13
Cc1nc(SCc2nc3ccccc3[nH]2)c2oc3cc(Br)ccc3c2n1 | 13 | 10
COCCN(C(=O)COC(=O)CNC(=O)c1ccc(C)cc1)c1c(N)n(Cc2ccccc2)c(=O)[nH]c1=O | 14 | -2
CSc1nnc(CNC(=O)c2ccccc2)n1-c1cccc(C)c1 | 0 | -12
COc1ccccc1C(=O)NC(=O)COC(=O)c1ccc([N+](=O)[O-])cc1Cl | -6 | -2
CN(C)/C=C/C(=O)c1cnc(-c2ccccc2Cl)s1 | 3 | -1
Cc1nccn1-c1cc(C(C)(C)C)nc2c(-c3ccccc3)cnn12 | 3 | 6
CCc1ccc2[nH]cc(C(=O)N3CCCCCC3)c(=O)c2c1 | 6 | 0
Next section
SMILES | H9c2 TAG inh | H9c2 TAG inh DAPI viability
COCCNCC(=O)N1c2ccccc2Sc2ccccc21 | -1 | -9
CC(C)(C)N=C(NS(=O)(=O)c1cccs1)c1ccccc1 | 0 | 7
O=C(c1ccccc1)N1CCN(c2ccccc2)CC1 | 3 | -4
COC(=O)c1[nH]c2ccc(Br)cc2c1NC(=O)Oc1ccccc1 | -5 | 2
CCOC(=O)C1(C)CCCN(C(=O)c2cccc(OC(F)(F)F)c2)C1 (configuration not stated) | 11 | -2
CCCN1C(=O)c2cc(C(=O)Nc3ccc(OC)cc3OC)ccc2C1Nc1ccc(OC)cc1OC (configuration not stated) | -20 | -1
CN1CCN(c2ccc(NC(=O)c3cc([N+](=O)[O-])ccc3N3CCOCC3)cc2)CC1 | -1 | -1
O=C(CN1CCCCC1)Nc1nnc(-c2ccc([N+](=O)[O-])cc2)s1 | -3 | 4
O=S(=O)(Nc1ccc(NS(=O)(=O)c2ccccc2)cc1)c1ccccc1 | -5 | -7
CC(=O)Nc1nnc(SCc2ccc(C(=O)Nc3ccccc3F)cc2)s1 | -13 | 2
O=C1CC(N(O)c2ccccc2)C(=O)N1c1cc(Cl)cc(Cl)c1 (configuration not stated) | 2 | -3
COC(=O)C1=NNC2C(=O)N(c3ccc(C)cc3)C(=O)C12 (configuration not stated) | 3 | -1
COc1ccc(CNC(=O)OC23CN(C(=O)OC(C)C)N(C(=O)OC(C)C)CC2(O)CN(S(=O)(=O)c2ccc(C)cc2)C3)cc1OC (configuration not stated) | 2 | 2
COCc1cc(C)c2c(N)c(C#N)sc2n1 | -4 | 9
Cc1ccc(OCCOCCN2CCN(C)CC2)c(C(C)(C)C)c1 | 0 | 4
CC(Sc1nnc(C(F)(F)F)n1C)C(=O)Nc1ccc(S(N)(=O)=O)cc1 (configuration not stated) | 1 | 1
Cc1ccc(NC(=O)N2CCc3ccccc32)cc1C | 2 | -2
OCC(O)/C=N/Nc1nc2ccccc2s1 (configuration not stated) | 1 | 2
CC(C)N1CCC(C)(C(=O)Nc2cccc(Oc3ccccc3)c2)C1 (configuration not stated) | 9 | 6
CC[C@]12c3[nH]c4ccc(Cl)cc4c3CCN1C(=O)[C@@H](CC(=O)NC/C=C(\C)CCC=C(C)C)C[C@@H]2C(=O)N1CCN(C(=O)C2CC2)CC1 | 37 | 3
NC(=O)C1c2ccccc2CSc2ccccc21 (configuration not stated) | 11 | -2
CN=c1scc(-c2ccc(Br)cc2)n1C | -2 | 10
COc1ccc(N2CCN(Cc3cc(=O)oc4cc(C)c(Cl)c(C)c34)CC2)cc1 | 9 | 15
COc1cccc(NC(=S)N(CCc2ccc(OC)c(OC)c2)Cc2ccccn2)c1 | -6 | 9
COc1ccc(C(=O)NC2CCN(C(=O)NC3CCCCC3)CC2)cc1 | -2 | -3
Remaining list, next part:
SMILES | H9c2 TAG inh | H9c2 TAG inh DAPI viability
Oc1ccc(Cl)cc1C=NN1CCCCCC1 | -2 | -3
CC(C)Oc1cccc(C(=O)NC(=S)Nc2cccc(C(F)(F)F)c2)c1 | 1 | 6
CC(C)c1cccc(C(C)C)c1NC(=O)Cn1c(=O)cnc2ccccc21 | 1 | -6
CCCn1nc(C(=O)NCCN2CCOCC2)c2ccccc2c1=O | 7 | 2
S=C(c1ccc2c(c1)OCO2)N1CCCCCC1 | 3 | 1
CC1(CC(=O)N/N=C/c2ccc(OCc3ccc(Cl)cc3Cl)cc2)OCCCO1 | 9 | -7
O=c1[nH]c2ccccc2nc1/C=C/c1ccccc1 | -8 | 47
COc1ccc(CNC(=O)CN(C(=O)CCC(=O)Nc2ccccn2)c2cccc(C)c2)cc1 | -2 | -6
CCn1c(-c2cc(OC)c(OC)c(OC)c2)n[nH]c1=S | 2 | -5
CC1S/C(=N/N=C/c2ccco2)NC1=O (configuration not stated) | 9 | -1
O=c1c(N2CCOCC2)nsnc1N1CCOCC1 | -12 | 10
CCCCN1C(=O)C(CC(=O)NCC2CCCCC2)CC(C(=O)N(C)C)=C1C (configuration not stated) | 0 | -6
CCn1nc(C(=O)Nc2ccc3c(c2)OCCO3)c2ccccc2c1=O | 12 | 5
CCc1ccc(NC(=O)c2ccccc2SC)cc1 | -8 | -2
COc1ccc(C(=O)NNC(=S)NC(=O)c2ccc(F)cc2)cc1Br | 17 | -7
Cc1nn(C(=O)c2ccco2)c(C)c1Br | 14 | 5
CCC[C@H]1COCCS(=O)(=O)N1Cc1ccccc1 | -28 | -1
CCCC(=O)N1CCC1(C)C(=O)Nc1ccc(-n2cncn2)cc1 (configuration not stated) | 7 | 12
Cc1cc(C(F)(F)F)nc2c(Cl)c(C(C)(C)C)nn12 | -6 | -6
Cc1ccc(SC(=O)COc2ccccc2C)cc1 | -4 | -9
O=C(CCCn1cc([N+](=O)[O-])cn1)Nc1cccnc1 | -1 | 4
Cc1csc(NC(=O)[C@@H]2CCCN2C(=O)c2cccs2)n1 | -7 | -5
Cc1nn(C)c(C)c1NS(=O)(=O)c1ccc(N2CCCC2=O)cc1 | -23 | -8
CC1(C(=O)NS(=O)(=O)c2cccc(Cl)c2)CCN1C(=O)Cc1ccc(Cl)cc1Cl (configuration not stated) | 6 | -4
O=C(CCNC(=O)c1ccc(Cl)cc1)Nc1ccncc1 | -23 | 3
Continuation:
SMILES | H9c2 TAG inh | H9c2 TAG inh DAPI viability
COc1ccc(-c2oc3cc(OC(C)=O)cc(OC(C)=O)c3c(=O)c2OC)cc1 | -4 | 4
CCOc1ccc(N(C(=O)c2ccc(S(=O)(=O)N3CCCC3)cc2)C2C=CS(=O)(=O)C2)cc1 (configuration not stated) | 2 | -1
Cc1ccc([C@@H]2CC(=O)[C@@H]3CN(S(=O)(=O)c4ccc(C)cc4)[C@H](c4cccc(Cl)c4)C[C@@H]3N2S(=O)(=O)c2ccc(Cl)cc2)cc1 | 23 | -7
COc1ccc(N2CCN(C(=O)NC3CCCCC3)CC2)cc1 | 10 | -1
Cc1ccc(NC(=O)Nc2ccc3c(c2)OCO3)c(Br)c1 | -6 | -1
CC(C)Oc1ccc(CNC(=O)c2ccc3nc(N4CCOCC4)sc3c2)cc1 | 2 | -3
O=C(Nc1cccc2c1CCCC2)c1ccc(F)cc1 | -3 | -7
O=c1[nH]c(SCc2nc3c(cnn3-c3ccccc3)c(=O)[nH]2)nc2ccccc12 | 12 | -19
Cc1cc2c(cc1C)N(Cc1ccc(Cl)cc1)C1=NCCCN12 | 38 | -8
O=C(O)CCC1C(=O)NC(=O)CC1c1ccccc1 (configuration not stated) | 0 | -11
CN(CC(=O)Nc1c(Cl)cccc1Cl)C(=O)c1ccc2nc[nH]c2c1 | 7 | -6
O=C(CN1C(=O)COc2ccc(Cl)cc21)Nc1ccc(N2CCOCC2)cc1 | 12 | -9
COc1cc(C=C2CCCC(=Cc3ccc(OCC4CO4)c(OC)c3)C2=O)ccc1OCC1CO1 (configuration not stated) | 46 | -14
CC1CCCC(C)N1C(=O)COC(=O)/C=C/c1ccco1 (configuration not stated) | -17 | 2
Cc1cc(C(=O)COC(=O)Cc2ccc(Cl)cc2)c(C)n1C | 2 | -8

Filtered by structure: those above with fluorine
SMILES | H9c2 TAG inh | H9c2 TAG inh DAPI viability
CCN(CC)C(=O)CSc1nnc(CNc2ccc(F)cc2)n1Cc1ccco1 | -5 | 7
O=C1OC[C@H]2CCCN2C(=O)[C@@H](CC(=O)N(CCO)Cc2ccccc2)C/C=C\CC[C@@H]1Cc1ccc(F)cc1 | 11 | -9
O=c1nc(-c2ccccc2)c2cc(SC(F)F)ccc2[nH]1 | 0 | 2
CC(C)CNC(=O)c1cccc2c(-c3ccc(F)c(F)c3)coc12 | -24 | -2
COc1ccc(C(=O)COC(=O)c2sc(C)nc2C)cc1F | -14 | 8
CCOC(=O)C1(C)CCCN(C(=O)c2cccc(OC(F)(F)F)c2)C1 (configuration not stated) | 11 | -2
CC(=O)Nc1nnc(SCc2ccc(C(=O)Nc3ccccc3F)cc2)s1 | -13 | 2
CC(Sc1nnc(C(F)(F)F)n1C)C(=O)Nc1ccc(S(N)(=O)=O)cc1 (configuration not stated) | 1 | 1
CC(C)Oc1cccc(C(=O)NC(=S)Nc2cccc(C(F)(F)F)c2)c1 | 1 | 6
COc1ccc(C(=O)NNC(=S)NC(=O)c2ccc(F)cc2)cc1Br | 17 | -7
Cc1cc(C(F)(F)F)nc2c(Cl)c(C(C)(C)C)nn12 | -6 | -6
O=C(Nc1cccc2c1CCCC2)c1ccc(F)cc1 | -3 | -7
